Bioassay records (PubChem)
HKDC1 inhibitor – HKDC1 (human) hexokinase inhibition; hit rate 0.16% among 340,000; inhibition, % at 20 µM; AID 493160; Q2TB90; recombinant HKDC1, G6PDH/diaphorase resazurin coupled fluorescence;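 active = inhibition above about 35% when tested at 20 µM, limit read from the data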;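 also: plate controls were DMSO wells with enzyme for no effect and DMSO wells lacking enzyme for full effect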
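Assay system – recombinant HKDC1 (HK5) hexokinase enzyme, produced in-house · Input – HKDC1 at 5 µg/mL · Reagent – glucose plus 1 mM ATP as hexokinase substrates · Timing – 90 min reaction incubation at room temperature, dark · Measured by – G6PDH/diaphorase-coupled fluorescence, 1 mM NADP, 100 µM resazurin, 525/613 nm · Benchmarks – DMSO-enzyme wells negative, buffer-substituted wells positive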
SENP7 block – inhibitors of human SENP7 protease. recombinant SENP7, Z-RLRGG-aminoluciferin luminescence, 40 min. hit rate 1.5% among 330,000. inhibition, % at 5 µM;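 active = inhibition above about 50% at the single test dose, limit read from the data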;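 also: plate controls were DMSO with enzyme for no effect and no enzyme buffer wells for full effect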
Target sequence (Q9BQF6 706-1050 limits assumed): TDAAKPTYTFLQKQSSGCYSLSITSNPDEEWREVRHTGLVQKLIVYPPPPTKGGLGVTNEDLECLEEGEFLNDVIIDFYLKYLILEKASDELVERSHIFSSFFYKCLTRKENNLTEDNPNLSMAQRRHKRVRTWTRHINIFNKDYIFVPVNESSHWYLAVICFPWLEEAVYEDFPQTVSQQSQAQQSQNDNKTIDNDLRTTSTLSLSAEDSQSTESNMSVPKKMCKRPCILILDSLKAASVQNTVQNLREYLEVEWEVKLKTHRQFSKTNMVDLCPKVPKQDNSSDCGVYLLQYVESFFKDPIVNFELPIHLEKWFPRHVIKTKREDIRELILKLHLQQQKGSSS
GRIN3A LBD mod – NR3A (human) ligand-binding domain modulation. NR3A LBD differential scanning fluorimetry, Tm shift; 0% = protein alone, 100% = glycine-bound protein. Tm shift relative to glycine control, % at 25 µM. hit rate 2.5% among 340,000;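 active = melting temperature shift of at least 10% of the positive control shift, at one fixed dose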
SENP8 block – blocks human SENP8 cleavage of Nedd8 substrate; hit rate 0.64% among 360,000; Q96LD8; inhibition, % at 20 µM; recombinant SENP8, Nedd8 substrate fluorescence; in the data active = inhibition mostly above about 40%, no sharp cut-off; inactive = mostly below about 27%
Target sequence (Q96LD8 whole entry, looked up): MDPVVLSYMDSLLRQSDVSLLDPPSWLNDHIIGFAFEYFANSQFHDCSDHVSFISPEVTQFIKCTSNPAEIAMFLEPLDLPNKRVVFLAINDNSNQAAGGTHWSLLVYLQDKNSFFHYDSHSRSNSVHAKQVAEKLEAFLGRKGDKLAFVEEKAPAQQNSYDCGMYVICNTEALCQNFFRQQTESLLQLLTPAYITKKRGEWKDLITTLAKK
ATG4B inhibitor – blocks human ATG4B protease cleavage of LC3 substrate; hit rate 0.51% among 340,000; ATG4B cleavage of LC3-PLA2, NBD-HPC fluorescence, 1 h; inhibition, % at 8.33 µM; AID 504462; in the data active = inhibition above about 40%
Target sequence (Q9Y4P1 whole entry, looked up): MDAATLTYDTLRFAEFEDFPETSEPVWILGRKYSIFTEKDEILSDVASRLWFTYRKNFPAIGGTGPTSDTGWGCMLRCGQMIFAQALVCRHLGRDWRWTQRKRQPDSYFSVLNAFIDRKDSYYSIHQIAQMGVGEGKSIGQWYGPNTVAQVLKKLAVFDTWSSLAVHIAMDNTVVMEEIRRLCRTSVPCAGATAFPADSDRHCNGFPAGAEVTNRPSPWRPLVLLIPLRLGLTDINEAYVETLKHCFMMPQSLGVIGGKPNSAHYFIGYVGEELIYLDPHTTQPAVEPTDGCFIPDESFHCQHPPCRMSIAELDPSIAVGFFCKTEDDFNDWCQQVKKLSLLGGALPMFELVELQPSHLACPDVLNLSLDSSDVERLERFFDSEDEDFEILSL
SENP6 block – blocks the human protease SENP6 | inhibition, % at 10 µM | hit rate 1.8% among 330,000 | Recombinant SENP6 catalytic domain, aminoluciferin luminescence | AID 2599 | Q9GZR1;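 active = inhibition above about 50% at the single tested dose, limit read from the data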;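 also: plate controls were DMSO wells with enzyme for no effect and DMSO wells lacking enzyme for full effect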
PfG6PD inh – PfG6PD (Plasmodium falciparum) enzyme inhibition. PfGluPho enzyme, NADPH resazurin-diaphorase fluorescence. inhibition, % at 20 µM. hit rate 0.78% among 350,000. AID 504690;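 active = inhibition reaching at least a set limit at 20 µM in the primary screen, cut at about 59% in these data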;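 also: 0% = DMSO wells with substrate and 100% = DMSO wells lacking glucose-6-phosphate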
MPTP block – inhibitors of mitochondrial permeability transition pore; isolated mouse mitochondria, Ca2+ swelling absorbance, 30 min; inhibition, % at 10 µM; hit rate 1.4% among 360,000;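 active = inhibition of 50% or more, scaled per plate between neutral and stimulator controls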;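 also: 0% = DMSO wells given calcium and 100% = 1 mM EGTA wells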
* = called active by the depositor; x = not tested or not shown. Rows were taken by chance; any-hit rate near 6.9%.

Value order: HKDC1 inhibitor	SENP7 block	GRIN3A LBD mod	SENP8 block	ATG4B inhibitor	SENP6 block	PfG6PD inh	MPTP block
Cc1ccc(S(=O)(=O)c2c(C)cc(C)nc2Oc2cccc(C(F)(F)F)c2)cc1
 : 11	-3	0	30	9	-19	10	7.8
O=C(C1CCN(S(=O)(=O)N2CCOCC2)CC1)N1CCN(c2ccccc2)CC1
 : -6	1	1	19	-4	-4	-1	-0.1
CN(C)CCC(=O)N1c2ccccc2Sc2ccc(Cl)cc21
 : -9	10	0	9	-6	16	5	-1.2
COc1ccc(C)cc1S(=O)(=O)N1CCN(C(=O)c2ncoc2-c2ccc(F)cc2)CC1
 : -8	2	-1	11	-5	-16	-6	0.0
Cn1c(=O)n(CC(N)=O)c2ccccc21
 : 3	2	-1	27	-2	1	-3	0.1
O=C(Nc1ccccc1Cl)C1CCCN(S(=O)(=O)c2cccc3cccnc23)C1 (stereo not drawn)
 : -4	1	0	-19	-8	9	-4	0.5
O=C(COc1cccc2c1CCNC2=O)NC1CCCCC1
 : -3	0	2	0	2	-11	5	-2.1
Cc1ccc(-c2cc(C(=O)NCCN3CCOCC3)no2)cc1
 : -9	-9	0	18	-17	-7	2	0.7
CCc1c(C)c(C#N)c2nc3ccccc3n2c1NCCN(C)C
 : -11	1	-2	-270	-2	5	0	0.6
O=C(CCc1ccccc1)OCC(=O)c1cccc([N+](=O)[O-])c1
 : -4	10	-1	21	6	4	-12	0.2
O=C(CN1CCc2cc3c(cc2C1)OCCCO3)Nc1c(F)cccc1F
 : -3	-3	-3	6	0	8	-5	-0.5
Cc1c(C(=O)N2CCCC(C)C2)sc2ncnc(N3CCCCC3C)c12 (stereo not drawn)
 : -8	15	-1	-7	-4	-3	-15	1.8
COc1ccc(NC(=O)CSc2nncs2)cc1OC
 : 1	3	-2	20	-6	-13	8	-0.8
COc1ccc(C(=O)Nc2ccc(N3CCOCC3)cc2)cc1OC
 : 17	89*	1	23	3	89*	10	-0.6
Cc1cccc(NC(=O)C2CC2c2ccccc2)c1C (stereo not drawn)
 : -2	7	0	8	15	4	2	4.3
COCCNC(=O)C(=O)Nc1cc2c3c(c1)CC(=O)N3CCC2
 : -5	-6	2	12	5	-11	-16	-0.9
Cn1c2ccccc2c(=O)c2c(=O)n(C3CCCCC3)c(-c3cccs3)nc21
 : -16	-2	-5	-18	3	-4	-52	-0.1
CC(=O)c1cccc(NC(=O)COC(=O)c2ccccn2)c1
 : -7	1	0	0	-8	-8	-6	-0.8
Nc1ccc(-c2nc3cc([N+](=O)[O-])ccc3o2)cc1
 : 0	56*	-1	-424	4	63*	-1	2.4
c1ccc(Nc2nn[nH]n2)cc1
 : 13	2	1	15	-3	7	5	0.1
CN(Cc1ccccc1)C(=O)c1cccc(NC(=O)Cc2ccc(NC(=O)C3CCN(C(=O)C4CC4)CC3)cc2)c1
 : -5	x	2	1	-8	x	6	6.0
COc1ccc2cc(C(=O)N3CCN(c4ccc(F)cc4)CC3)[nH]c2c1
 : 0	5	-1	-69	8	-3	12	-0.8
Cc1cccc(OCCC(=O)Nc2ccc(N3CCOCC3)cc2N2CCOCC2)c1
 : 1	-2	-1	0	2	-9	5	-0.7
CCCCn1c(SCC(=O)NC(C)CC)nc2ccc(N3CCOCC3)cc2c1=O (stereo not drawn)
 : 6	9	0	-284	5	-2	-7	-0.4
Cc1ccccc1C(=O)NNc1ccc(-c2csnn2)cc1
 : 0	-2	0	19	-8	-14	22	0.0
CCOC(=O)c1cc(C#N)c(Nc2ccccc2OC)nc1C(F)(F)F
 : -6	-3	5	12	3	-15	-14	0.2
CCN1C[C@@H]2[C@@H]3C(=O)N(Cc4ccccc4)C(=O)[C@@H]3[C@](Cc3ccccc3)(C1=O)N2C(=O)c1ccc(C(C)(C)C)cc1
 : 7	x	1	3	-12	x	7	-0.9
COc1ccc(OCCN2C(=O)c3cccc(N)c3C2=O)cc1
 : -1	21	0	-338	2	40	0	0.1
CC1(c2ccccc2)NC(=O)N(CC(=O)N2CCOCC2)C1=O (stereo not drawn)
 : -9	-3	0	13	-2	-19	-7	-1.5
Cc1cc(NC(=S)NC(=O)/C=C/c2ccc(S(=O)(=O)N3CCOCC3)cc2)ccc1Br
 : 1	2	3	13	1	8	-1	1.1
COc1ccc(NC(=O)Nc2nnc(C(C)(C)C)s2)cc1
 : -2	-2	-8	6	-7	-37	-5	13
CN(CC(=O)Nc1c(Cl)cccc1Cl)C(=O)c1sccc1-c1ccccc1
 : -2	1	-2	13	-1	12	-1	-0.8
O=C(Cn1cc([N+](=O)[O-])cn1)Nc1nc2ccccc2s1
 : -11	4	-2	12	-14	16	-14	1.1
O=C(/C=C/c1cccc([N+](=O)[O-])c1)N1CCN(C(=O)c2ccco2)CC1
 : 10	-7	0	7	-8	-17	-15	2.7
Nc1nnc2c(C(F)(F)F)nc3ccccc3n12
 : 0	8	-1	-263	2	15	-1	-1.0
COc1ccc(-c2noc(CCN3C(=O)c4ccccc4C3=O)n2)cc1OC
 : 6	9	-1	6	-3	3	-7	1.5
CN(CC(=O)Nc1ccccc1C(F)(F)F)C(=O)C1CC1
 : -5	0	2	7	-36	6	-6	2.2
O=C1C2C3C=CC(C3)C2C(=O)N1c1n[nH]c(-c2ccccc2)n1 (stereo not drawn)
 : -5	-2	-3	11	-2	3	5	-1.5
CCCCNC(=O)COC(=O)C1CCN(S(=O)(=O)c2ccc3c(c2)OCCO3)CC1
 : -3	-11	2	11	-61	-7	-8	-0.7
O=C(Nc1ccccc1)c1cc2ccccc2o1
 : 7	98*	-14	24	9	97*	41	-2.5
COc1ccc(-c2c(-c3ccccc3OC)oc3ccccc23)cc1F
 : 3	2	3	-381	22	-16	20	4.6
CC1CCN(Cc2nnnn2-c2ccc(Cl)cc2)CC1
 : -9	-6	0	8	3	-32	9	5.8
COc1cc(C(F)(F)F)c(C(=O)NCc2cccc(Cl)c2)cn1
 : -4	3	-1	4	-2	-7	3	9.6
O=C(NC(=S)NCc1cccnc1)c1cccc2ccccc12
 : -3	7	-1	1	-7	4	0	-1.6
Cc1ccc(NC(=O)Cn2c([N+](=O)[O-])cnc2C)cc1Cl
 : 2	7	-6	14	1	-3	-12	0.2
CC(C)(C)c1cc(NC(=O)Nc2ccccc2OC(F)(F)F)no1
 : 2	-4	-19	9	31	-1	20	0.6
CCC(=O)Nc1c(C(=O)Nc2cccc(OC)c2)oc2ccccc12
 : -5	12	0	-39	-10	-4	-1	0.1
CCOc1cc(/C=N\NC(=O)c2c(C)nc3ccccn23)ccc1O
 : -5	5	2	-61	-8	0	-11	1.1
COc1cc(S(=O)(=O)N2CCC(c3nc4ccccc4s3)CC2)ccc1S(=O)(=O)N1CC(C)CC(C)C1 (stereo not drawn)
 : -11	-12	1	8	4	-8	-19	1.2
CNC(=O)/C(C#N)=C/c1cccc(Oc2ccccc2)c1
 : 6	8	0	22	-5	17	3	1.6
Cc1ccc2nc(SCC(=O)NC3CCCc4ccccc43)[nH]c2c1 (stereo not drawn)
 : -4	-6	-1	26	9	-8	75*	8.1
Cc1cc2[nH]c3c4ccccc4nc(C)c3c2cc1C
 : 4	x	10*	-412	-8	x	75*	14
Cc1cc2nc(SCC(=O)Nc3ccccc3C(=O)O)[nH]c2cc1C
 : 2	-2	-9	-32	-4	1	-25	-2.2
Cc1cc(C)c(OCC(O)CN2CCN(C(=O)c3ccccc3)CC2)c(C)c1 (stereo not drawn)
 : -3	4	-2	4	-5	-5	16	-0.2
COc1cccc(C(=O)Nc2nc(-c3ccc4c(c3)OCO4)cs2)c1
 : 1	4	25*	-32	-8	-7	20	0.7
COc1ccccc1N(CC(=O)NC1CCCC1)S(=O)(=O)c1ccc(C)cc1
 : -2	-6	-1	6	-4	3	13	-2.4
CCc1cc2cc3c(cc2nc1SCC(=O)OC(C)C)OCO3
 : -4	-8	3	1	11	-23	-6	0.7
S=C(NCC1CCCO1)Nc1ccccc1Cl (stereo not drawn)
 : -2	-6	-5	18	7	-2	4	-0.4
O=C(CSc1ncnc2nc[nH]c12)NCCc1ccccc1
 : 5	-5	-4	8	3	-24	-2	-5.5
CC1C/C(=N\NC(=O)c2ccc([N+](=O)[O-])cc2)CC(C)(C)C1 (stereo not drawn)
 : -2	1	0	16	-5	-5	3	1.7

(list continues)
Value order: HKDC1 inhibitor	SENP7 block	GRIN3A LBD mod	SENP8 block	ATG4B inhibitor	SENP6 block	PfG6PD inh	MPTP block
c1ccc(Cn2nnc3c(N4CCOCC4)ncnc32)cc1
 : 7	-1	-1	12	1	-3	-18	0.5
COC(=O)c1nc2n(n1)C(c1cccc(Cl)c1)C1=C(CCCC1=O)N2 (stereo not drawn)
 : -1	-4	1	-5	-8	4	14	-0.5
O=C(CN1CCCCC1)N1c2ccccc2Oc2ccccc21
 : -5	-4	1	16	5	-1	13	-0.1
Cc1ccc(CNC(=O)c2ccc(Cn3cc(-c4ccc(C)cc4)nc3-c3ccncc3)cc2)cc1
 : 6	32	-3	-488	-19	32	23	-0.3
Cc1ccccc1NC(=O)CNc1ccc(Cl)c(C(F)(F)F)c1
 : -8	3	-8	20	1	5	13	14
Cc1cc(C)nc(NC(=O)Cc2ccc(Cl)cc2)c1
 : -3	-11	3	8	-4	2	-3	-0.9
O=C(NCc1ccco1)c1ccc(-c2cccc(Cl)c2)o1
 : 5	3	-1	-21	-2	-12	15	0.3
COc1nc(N(C)S(=O)(=O)c2ccc(C)cc2)nc(C)c1Cl
 : -6	-6	3	17	-5	6	-20	0.4
CCOC(=O)C1CCN(C(=O)COC(=O)CNC(=O)c2ccc(C(C)(C)C)cc2)CC1
 : -2	-3	5	-5	-9	4	11	-1.3
Clc1ccc(-c2csc(N3CCc4ccccc4C3)n2)cc1
 : 1	-2	2	9	3	-4	15	1.4
CC(C)CCNC(=O)c1c(CSc2ccc(Cl)cc2)noc1C(=O)NCc1ccccc1
 : -4	-12	-5	13	3	-13	11	3.5
CN1C(=O)/C(=C2\SC(=S)N(NC(=O)c3cccnc3)C2=O)c2ccccc21
 : 13	12	-6	3	4	-6	-12	2.4
CC(C)c1c(C#N)c(N)nc(SCC(=O)c2cc3ccccc3oc2=O)c1C#N
 : -3	1	1	-134	12	-6	39	1.0
O=C(Nc1cccc(S(=O)(=O)N2CCCCC2)c1)C1=NN(c2ccccc2)C(=O)CC1
 : 3	3	-2	-89	-9	4	6	-0.1
O=C(NNC(=S)NC(=O)c1ccccc1[N+](=O)[O-])c1ccccc1[N+](=O)[O-]
 : -14	-7	0	14	-3	-8	-20	0.2
COc1ccc(NC(=O)Nc2ccc3c(c2)CC(=O)N([C@H](C)CO)C[C@@H](C)[C@H](CN(C)C(=O)Nc2ccccc2)O3)cc1
 : -3	2	-1	8	2	4	-8	0.5
CC(C)c1ccccc1-n1c(SCC(=O)N2CCN(c3ccccc3)CC2)nnc1-c1cccnc1
 : 4	-2	0	21	-8	-1	24	-6.2
O=C(O)c1cccc(-c2ccc(/C=N/n3cnnc3)o2)c1
 : -1	-13	-1	-119	2	-15	11	-1.9
O=C(COC(=O)c1ccc([N+](=O)[O-])cc1Cl)Nc1cccnc1Cl
 : -4	12	1	17	-1	-7	-4	-0.9

Shown bar-delimited: entries from further up
molecule | HKDC1 inhibitor | SENP7 block | GRIN3A LBD mod | SENP8 block | ATG4B inhibitor | SENP6 block | PfG6PD inh | MPTP block
Cc1ccccc1NC(=O)CNc1ccc(Cl)c(C(F)(F)F)c1 | -8 | 3 | -8 | 20 | 1 | 5 | 13 | 14
Cc1cc(C)nc(NC(=O)Cc2ccc(Cl)cc2)c1 | -3 | -11 | 3 | 8 | -4 | 2 | -3 | -0.9
O=C(NCc1ccco1)c1ccc(-c2cccc(Cl)c2)o1 | 5 | 3 | -1 | -21 | -2 | -12 | 15 | 0.3
COc1nc(N(C)S(=O)(=O)c2ccc(C)cc2)nc(C)c1Cl | -6 | -6 | 3 | 17 | -5 | 6 | -20 | 0.4
